# FUS yeast rescue: suppressors of FUS proteinopathy in yeast. S. cerevisiae FUS-expressing, growth rescue, OD600, 24 h. Potency, µM (highest dose often 76.6 µM), inactives show at the top dose growth rescue (activation), most hits filed as activators. actives 0.24% (n = 390,000). AID 1347120;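 also: potency is read from the fitted curve at half-maximal effect; plate controls were DMSO vehicle for no effect and reference control for full effect; nearly all actives have a fitted effect of over 55% in size; some results filed as inactive show a strong effect at the top dose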
#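 Quantitative HTS measuring growth restoration of FUS-toxic yeast. Galactose-induced cells (OD 0.005) were exposed 24hr at 30C to compounds at several concentrations, then absorbance at 600 nm was recorded.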
# PTHR1 ag: activates the human parathyroid hormone receptor PTHR1. HEK293 GP2 PTHR1 cells, GloSensor cAMP luminescence, 1 h. actives 0.075% (n = 410,000). AID 743266. Q03431. Potency, µM (doses to about 115 µM), inactives show at the highest dose activation, hits mostly activators; also: potency is read from the fitted curve at half-maximal effect; nearly all actives have a fitted effect of over 55% in size; some results filed as inactive show a strong effect at the top dose; inactives centre near -15; many of its hits are not listed in these tables
# Target sequence (Q03431 whole entry, looked up): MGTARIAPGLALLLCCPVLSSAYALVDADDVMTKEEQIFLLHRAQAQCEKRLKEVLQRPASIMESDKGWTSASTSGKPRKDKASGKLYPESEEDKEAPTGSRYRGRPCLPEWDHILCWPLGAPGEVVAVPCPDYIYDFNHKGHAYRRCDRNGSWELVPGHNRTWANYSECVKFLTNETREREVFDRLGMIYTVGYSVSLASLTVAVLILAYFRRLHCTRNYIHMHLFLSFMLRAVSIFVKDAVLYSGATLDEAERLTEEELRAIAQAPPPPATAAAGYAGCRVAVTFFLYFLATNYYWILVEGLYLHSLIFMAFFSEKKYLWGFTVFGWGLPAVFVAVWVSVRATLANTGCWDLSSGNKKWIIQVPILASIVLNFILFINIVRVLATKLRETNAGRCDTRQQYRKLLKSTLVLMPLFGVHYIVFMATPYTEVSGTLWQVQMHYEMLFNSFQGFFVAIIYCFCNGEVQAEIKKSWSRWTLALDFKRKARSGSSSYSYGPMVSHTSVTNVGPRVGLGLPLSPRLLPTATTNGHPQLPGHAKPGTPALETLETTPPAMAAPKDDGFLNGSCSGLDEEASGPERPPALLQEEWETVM
#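 HEK-293-derived GP2 cells expressing PTHR1 and a GloSensor cAMP reporter, 3,000/well, plated overnight, given luciferin plus IBMX (each 0.5 mM as added) for 1 h at 37 °C, then compound for 1 h at 37 °C. Luminescence was read after 15 min at room temperature.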
# HEK293 tox: cytotoxic in the GLP-1 receptor inverse agonist counter-screen | HEK293 cAMP-luciferase reporter cells, luminescence, 24 h | Potency, µM (doses to about 38.3 µM), without a hit: top-dose activity change, negative = inhibition, hits mostly inhibitors | actives 0.13% (n = 410,000) | AID 624418;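 also: loss of luciferase light is scored as toxicity; potency is read from the fitted curve at half-maximal effect; % is scaled to controls: 0 for no effect and ±100 for the full control effect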
#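 Seeding density was 200 cells/uL; after overnight-length (12 h) culture, 23 nL compounds went on for 24 h at 37 °C. Readout used a luciferase detection reagent, luminescence taken after 12 min at room temperature.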
# TDP43 rescue: rescues yeast growth from TDP-43 toxicity. actives 1.8% (n = 410,000). TDP-43 expressing yeast growth rescue, BacTiter-Glo, 24 h. AID 652104. Potency, µM (highest dose often 46.1 µM), for the others: top-dose growth rescue (activation), usual class: activators; also: potency is read from the fitted curve at half-maximal effect; % of control where 0% means no effect; nearly all actives have a fitted effect of over 50% in size
#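 Cell-based yeast growth screen: TDP-43 expression induced in galactose, inoculum OD600=0.02 after raffinose pregrowth to mid-log. Read-out BacTiter-Glo luminescence at 24 hr, 30 deg C; inhibition of toxicity seen as signal increase.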
# Mm-Cpn inhibitor: blocks the Methanococcus maripaludis chaperonin Mm-Cpn; purified Mm-Cpn ATPase, ADP Transcreener TR-FRET; Potency, µM (titrated, usually from 76.9 µM), without a hit: at the top dose activity, negative = inhibition, most hits filed as inhibitors; actives 0.031% (n = 330,000); AID 504842; also: potency is read from the fitted curve at half-maximal effect; % is scaled to controls: 0 for no effect and ±100 for the full control effect; nearly all actives have a fitted effect of over 80% in size
#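 Measured: ADP formation by purified Mm-CPN. Conditions: 25 nM protein, 10 uM ATP, Tris pH 7.4 with Mg2+, K+ and DTT, 37°C for 30 min. Detection: Transcreener HTRF after 30 min at room temperature.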
# pAkt inh: Akt phosphorylation inhibition; Neuro2A IGF-stimulated pAkt S473 HTRF, 20 min; stronger effect = lower value; activity change, % for hits at 50 µM; actives 0.32% (n = 360,000); AID 651550; in the data active = activity change below about -80%; inconclusive = mostly about -51% to -80%; also: % is scaled to controls: 0 for no effect and ±100 for the full control effect
#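 Neuro2A cells (4,500/well, DMEM with 0.5% FBS) were treated with compound at a single 50 µM final concentration, stimulated with 6 nM IGF for 20 min at 37 °C, and lysed. Phospho-Akt Ser473 was read by HTRF as 665/615 ratio ×10^4.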
# GLP-1R inv ag: GLP-1 receptor (human) inverse agonism. AID 624417. HEK293 GLP-1R CRE-luciferase, luminescence, 24 h; GLP-1R form is constitutively active. actives 1.6% (n = 410,000). Potency, µM (highest dose often 38.3 µM), without a hit: at the highest dose activity change, negative = inhibition, actives largely listed as inhibitors; also: potency is read from the fitted curve at half-maximal effect; % is scaled to controls: 0 for no effect and ±100 for the full control effect; nearly all actives have a fitted effect of over 55% in size
# Target sequence (P43220 whole entry, looked up): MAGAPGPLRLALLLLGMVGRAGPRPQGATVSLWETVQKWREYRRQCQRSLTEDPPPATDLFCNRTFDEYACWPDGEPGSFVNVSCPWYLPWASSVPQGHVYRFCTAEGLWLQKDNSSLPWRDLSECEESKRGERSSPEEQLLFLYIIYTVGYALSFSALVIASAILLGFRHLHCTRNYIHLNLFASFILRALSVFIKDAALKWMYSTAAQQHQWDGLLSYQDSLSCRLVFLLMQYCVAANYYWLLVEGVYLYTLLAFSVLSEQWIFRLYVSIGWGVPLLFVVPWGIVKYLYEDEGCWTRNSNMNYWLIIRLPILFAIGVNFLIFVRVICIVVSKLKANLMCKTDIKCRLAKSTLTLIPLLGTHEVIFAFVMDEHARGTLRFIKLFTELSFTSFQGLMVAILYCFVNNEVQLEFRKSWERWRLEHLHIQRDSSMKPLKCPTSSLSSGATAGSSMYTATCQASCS
#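 Constitutively active GLP-1R drives a cAMP-responsive luciferase in stably transfected HEK293 cells; test compounds are added after overnight (12 h) attachment and left 24 hr, and signal loss in luminescence marks inhibition.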
# Abeta rescue: compounds reversing amyloid beta toxicity in yeast; yeast expressing A-beta42, growth rescue, OD600, 48 h; response scale: 0% DMSO, 100% iron-clioquinol control; Potency, µM (top dose mostly 46.1 µM), without a hit: at the highest dose growth rescue, hits mostly activators; actives 0.063% (n = 410,000); AID 1347071; also: potency is read from the fitted curve at half-maximal effect; nearly all actives have a fitted effect of over 55% in size
#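 Growth rescue measured by 600 nm absorbance after 48 h yeast culture at 30 C with compound. Values normalized between DMSO and an equimolar ferric chloride plus clioquinol control.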
# aSyn rescue: rescues yeast growth from alpha-synuclein toxicity | Yeast expressing alpha-synuclein, growth rescue, BacTiter-Glo, 24 h | Potency, µM (doses to about 46.1 µM), for the others: top-dose growth rescue (activation), actives largely listed as activators | actives 0.14% (n = 370,000) | AID 652106; also: potency is read from the fitted curve at half-maximal effect; % of control where 0% means no effect; nearly all actives have a fitted effect of over 65% in size
#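 Screening used galactose-induced yeast with toxic alpha-synuclein levels, exposed to compound for 24 hr at 30 deg C. Cell growth, read with BacTiter-Glo luminescence, gave the measured signal.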
# * hit, by the source's call; i = inactive; u = inconclusive; x = not tested or not shown; & = joins results of further samples; [ ] = remark or other dose. Unless noted, calls follow the shape of the dose curve; as a rule, active = well fitted curve in the direction sought with a large enough effect; inconclusive = small, poorly fitted or top-dose-only effect, or another doubt; inactive = no such curve, though single readings can be large; an effect the other way counts as inactive or inconclusive. These rows are one share of the data; rates above refer to the full screens.
Structure,TDP43 rescue,HEK293 tox,Abeta rescue,pAkt inh,aSyn rescue,PTHR1 ag,GLP-1R inv ag,FUS yeast rescue,Mm-Cpn inhibitor
CCO/N=C(/C)c1c(O)c(C)c(-c2ccccc2)n(-c2ccccc2)c1=O,-33%[inhibitor],15%,-12%,i,2%,i,u,52%,-1%
Cc1noc(N)c1C1(O)C(=O)N(C(C)C)c2ccccc21 (stereo unspecified),-4%,-8%,12%,i,3%,i,2%,-3%,0%
CCOc1ccc(Nc2ccc(S(=O)(=O)N3CCOCC3)cc2[N+](=O)[O-])cc1,19%,-8%,4%,i,4%,-33%[inhibitor],0%,6%,x
O=C(NC1CC1)C1=C[C@H](C2CCCCC2)C[C@H](OCCCCO)O1,5%,2%,-8%,i,13%,21%,-15%,4%,1%
Cc1cccc(NC(=O)CS(=O)CC(=O)Nc2cnc3ccccc3c2)c1C (stereo unspecified),-20%,-2%,1%,i,-5%,i,-37%,17%,1%
CCOc1ccc(-c2c(C(=O)N/N=C(\C)c3ccncc3)nnn2-c2nonc2N)cc1,14%,7%,-10%,x,1%,i,0%,-3%,-7%
CCS(=O)(=O)Nc1cccc(-c2nc3cccnc3s2)c1,28%,-17%,-2%,i,3%,-39%[inhibitor],82%[activator],-9%,-2%
COC(=O)C(C)Sc1n[nH]c(=S)s1 (stereo unspecified),11%,-4%,22%,i,-10%,u,0%,-22%,0%
O=C1C(C=NCCCN2CCCC2=O)=C(O)c2ccccc21,4%,6%,12%,i,0%,-1%[57.5 µM],-4%,-6%,-2%
CSc1ccc(-c2nc(CSCC(=O)NCCCN3CCCC3=O)c(C)o2)cc1,-7%,0%,-3%,i,13%,-28%,10%,19%,0%
O=C(C1CCCN1S(=O)(=O)c1cccc2cccnc12)N1CCN(c2ccccc2)CC1 (stereo unspecified),29%,u,5%,i,2%,-21%,-7%,u,1%
O=C(COC(=O)c1cc(=O)[nH]c2ccccc12)c1ccc(Br)cc1,-2%,-49%,10%,i,1%,i,-10%,-27%,0%
O=c1oc2cc(O)ccc2cc1S(=O)(=O)c1ccccc1,-15%,x,-19%,x,1%,-15%,12%,-17%,-7%
CC(C)CCN1CCN(CCCc2ccccc2)CC1CCO (stereo unspecified),0%,2%,12%,i,-1%,-2%,-16%,-9%,1%
C=CCOc1ccc(/C=C/C(=O)OCC(=O)N2CCC(c3ccccc3)=N2)cc1,6%,-2%,-9%,i,-1%,-40%[inhibitor],-1%,-4%,-6%
O=C(CCNS(=O)(=O)c1ccc(OC(F)(F)F)cc1)N1CCN(S(=O)(=O)c2cccc(F)c2)CC1,3%,1%,-8%,i,2%,-24%,u,u,-2%
CCCN(S(=O)(=O)c1ccccc1F)S(=O)(=O)c1ccccc1Br,11%,-1%,-13%,i,15%,-25%,u,20%,-5%
CC(=O)Nc1cccc(C(=O)OCc2ccc([N+](=O)[O-])cc2)c1,u,-7%,-9%,i,-1%,-4%,24%,8%,0%
CC(=O)Nc1sc(N/N=C\c2ccco2)nc1-c1cccs1,-6%,-9%,-6%,i,-8%,-7%,-10%,22%,-3%
COCCCNC(=O)c1ccccc1NS(=O)(=O)c1ccc(C)cc1,-6%,2%,-6%,i,7%,-12%[57.5 µM],-1%,16%,1%
CCOC(=O)COc1nc(C)c(Br)c(OC)n1,-12%,-3%,-12%,i,-1%,i,2%,-13%,0%
CC(=O)c1cccc(CN2CCC(C(=O)Nc3ccc(Oc4cccnc4)cc3)CC2)c1,-2%,-10%,-22%,i,0%,-25%,u,u,-4%
Cc1ccc(S(=O)(=O)N(CC(=O)O)Cc2ccccc2)cc1,-11%,5%,8%,i,5%,-9%,-9%,8%,-1%
Cc1ccc(OCC(=O)c2ccc3c(c2)CCCC3)cc1C,3%,17%,2%,i,0%,i,u,2%,2%
O=C(CN1C(=O)c2ccccc2C1=O)Nc1ccc2c(c1)OCO2,-10%,1%,13%,i,3%,0%[57.5 µM],0%,35%,1%

# Retrieved by compound from the entries so far, 2 records:
Structure,TDP43 rescue,HEK293 tox,Abeta rescue,pAkt inh,aSyn rescue,PTHR1 ag,GLP-1R inv ag,FUS yeast rescue,Mm-Cpn inhibitor
O=C(C1CCCN1S(=O)(=O)c1cccc2cccnc12)N1CCN(c2ccccc2)CC1 (stereo unspecified),29%,u,5%,i,2%,-21%,-7%,u,1%
CCOC(=O)COc1nc(C)c(Br)c(OC)n1,-12%,-3%,-12%,i,-1%,i,2%,-13%,0%

# (more compounds)
Structure,TDP43 rescue,HEK293 tox,Abeta rescue,pAkt inh,aSyn rescue,PTHR1 ag,GLP-1R inv ag,FUS yeast rescue,Mm-Cpn inhibitor
Cc1cccc(NC(=O)CCSc2nncn2C)c1,0%,1%,-3%,i,7%,-10%[57.5 µM],0%,15%,2%
Nc1ncnc2c1ncn2[C@@H]1O[C@H](C(=O)N2CCSC2)[C@@H](O)[C@H]1O,24%,3%,-8%,i,-5%,-21%,1%,-16%,x
COc1ccc(-c2noc(N3CCC(C(=O)NCCCN4CC(C)CC(C)C4)CC3)n2)cc1 (stereo unspecified),5%,2%,5%,i,-12%,i,4%,7%,-1%
COc1ccc(OC)c(Nc2ccc(C(=O)O)cc2[N+](=O)[O-])c1,-3%,1%,-7%,i,19%,i,40%[activator],3%,0%
COc1ccc(CNS(=O)(=O)c2cc3c(cc2Cl)NC(=O)CO3)cc1,17%,0%&0%,12%&6%,i,-5%,i,10%&15%,-14%&-20%,1%
CCOC(=O)N1CCN(C(=O)c2ccc3ccccc3c2)CC1,u,3%,16%,i,-25%,i,9%,8%,2%
O=C1COc2ccc(-c3cc(-c4ccc(F)cc4)c4c(n3)-c3cc(Cl)ccc3OC4)cc2N1,11%,4%,-12%,x,x,i,4%,-6%,x
Cc1ccc(S(=O)Cc2ccc(C(=O)NCc3ccc(OC(C)C)cc3)o2)cc1 (stereo unspecified),u,25%,6%,x,x,-25%,-9%,7%,x
COc1ccc([C@@H]2[C@@H]3C(=O)N(C(C)(C)C)C(=O)[C@@H]3[C@]3(CC(C)C)C(=O)N(c4ccccc4)C(=O)N23)cc1,17%,-1%,-8%,i,10%,-20%,7%,u,0%
CC(Cc1ccccc1)NC(=O)C1(c2ccccc2)CCOCC1 (stereo unspecified),0%,-7%,16%,i,4%,i,-5%,x,1%
CCCNC(=O)c1ccc2c(=O)c(O)c(-c3ccc(Cl)c([N+](=O)[O-])c3)[nH]c2c1,-3%,-12%,-30%,i,10%,-2%,5%,-19%,-25%
CCC(=O)N1N=C(c2cccs2)CC1c1ccco1 (stereo unspecified),10%,-1%,-5%,i,14%,-9%,-6%,13%,-1%
COc1ccc(S(=O)(=O)Nc2ccc3c(c2)C(=O)N([C@@H](C)CO)C[C@@H](C)[C@H](CN(C)C(=O)CCCN(C)C)OCCCC[C@H](C)O3)cc1,12%,1%,3%,i,-9%,-9%,16%,30%,x
CC(=O)N1CCc2cc(Br)cc(S(=O)(=O)CCC(=O)N3CCN(c4ccccc4)CC3)c21,18%,12%,3%,x,x,-36%,20%,-29%,x
COc1ccc(CCN2CCCC(CN(C)Cc3cc(Cl)c(O)c(OC)c3)C2)cc1 (stereo unspecified),12%,5%,-6%,i,9%,-18%,u,-6%,0%
Cc1ccc(Cn2cc(S(=O)(=O)c3ccc(Cl)cc3)c(=O)c3cc4c(cc32)OCO4)cc1,-3%,0%,-12%,x,x,18%,10%,4%,x
CCOc1ccc(N(C)C(=O)CCc2nnc3ccc(N4CCCCC4)nn23)cc1,-19%,-7%,-2%,i,0%,i,22%,17%,-1%
O=C(Nc1cccnc1)/C(N=Nc1ccc(Cl)c(C(F)(F)F)c1)=C(\O)c1ccccc1,-6%,-1%[1.53 µM],1%,i,-5%,i,10%,-1%,-1%
CCOC(=O)c1c(Nc2ccccc2)sc(/C=C2\C=Nc3ccccc32)c1O,6%,-7%,12%,i,-11%,-2%[57.5 µM],75%[activator],12%,2%
CCCCCN=Cc1c(C)[nH]n(-c2nc3ccccc3s2)c1=O,7%,-27%,-2%,i,-13%,-4%[57.5 µM],-4%,41%,-1%
COc1ccc(C2=NN(CC(=O)NCc3ccccc3Cl)C(=O)CC2)cc1,1%,6%,-7%,x,x,15%,1%,10%,x
CCOc1ccc(-c2c[n+](=O)c3c(n2[O-])CCCC3)c(OCC)c1,-12%,-19%,0%,i,0%,i,9%,5%,-1%
CCOc1ccccc1N1CC(C(=O)Nc2nccs2)CC1=O (stereo unspecified),-2%,9%,-8%,-124%*,u,-2%[57.5 µM],-2%,17%,-1%
CC(C(=O)Nc1ccc(S(=O)(=O)N2CCOCC2)cc1)N(c1ccccc1)S(C)(=O)=O (stereo unspecified),2%,-8%,13%,i,1%,1%[57.5 µM],-4%,-4%,1%
O=C(OCC(=O)N1CCC(Cc2ccccc2)CC1)c1ccc(CO)cc1,7%,-14%,1%,i,1%,-25%,u,x,0%
O=C(CSc1nnc(-c2ccccn2)n1Cc1ccco1)c1ccc(-c2ccccc2)cc1,8%,0%,17%,i,-2%,-17%[57.5 µM],-6%,119%,-12%
CC1=C(C(=O)OCc2ccccc2)C(c2ccc(Cl)cc2Cl)NC(=O)N1CCCCCC(=O)O (stereo unspecified),-2%,-8%,3%,i,17%,-3%,u,-5%,2%
O=C(Nc1cc(F)ccc1F)C1CCCN1S(=O)(=O)c1cccc2nsnc12 (stereo unspecified),8%,9%,-10%,i,17%,i,15%,-1%,-3%
